CR mimetic SO = caloric restriction mimetics inhibiting age-related superoxide in yeast. 330,000 compounds, 0.18% hits. superoxide response (% of plate mean), % at 10 µM. S. cerevisiae aged cells, superoxide DHE fluorescence; active compounds read low;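 active = superoxide response under a set limit, about three screen SD below normal, cut at about 65% in these data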;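 also: yeast aged for seven days with compound at 30 °C before DHE staining; 100% = average MFI of all compound-treated wells on the plate with controls excluded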
LAP4-GFP MLPCN = modulators of TOR pathway LAP4-GFP in S. cerevisiae; AID 2023; S. cerevisiae LAP4-GFP multiplex, flow cytometry GFP, 3 h; median GFP as percent of DMSO wells; GFP response vs DMSO, % at 10 µM; 320,000 compounds, 0.34% hits;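 active = GFP response vs DMSO above a set limit, about the screen mean plus 3 SD, cut at about 150% in these data; inconclusive = under 70 cell events counted for the yeast strain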
AGP1 TOR yeast = modulators of TOR pathway AGP1-GFP in S. cerevisiae; S. cerevisiae AGP1-GFP multiplex flow cytometry, 3 h; GFP as percent of DMSO wells; GFP response vs DMSO, % at 10 µM; 320,000 compounds, 0.02% hits; AID 2066;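 active = GFP response relative to DMSO above a set limit, near screen average plus 3 SD, cut at about 150% in these data; inconclusive = fewer than 70 cells counted for the yeast strain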;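 also: median GFP channel fluorescence of the gated AGP1 strain per well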
GRK2 aptamer HTS = blocks RNA aptamer binding to human GRK2 | P25098 | bead flow cytometry, FAM-aptamer displacement from GRK2 | inhibition of aptamer binding, % at 10 µM | 330,000 compounds, 0.59% hits | AID 488847;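 active = inhibition of aptamer binding above 40%, roughly 3 SD of noise, on plates passing a quality check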;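 also: median bead fluorescence of bound FAM aptamer so fluorescent compounds give negative values; no value below 0 was filed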
Target sequence (P25098 whole entry, looked up): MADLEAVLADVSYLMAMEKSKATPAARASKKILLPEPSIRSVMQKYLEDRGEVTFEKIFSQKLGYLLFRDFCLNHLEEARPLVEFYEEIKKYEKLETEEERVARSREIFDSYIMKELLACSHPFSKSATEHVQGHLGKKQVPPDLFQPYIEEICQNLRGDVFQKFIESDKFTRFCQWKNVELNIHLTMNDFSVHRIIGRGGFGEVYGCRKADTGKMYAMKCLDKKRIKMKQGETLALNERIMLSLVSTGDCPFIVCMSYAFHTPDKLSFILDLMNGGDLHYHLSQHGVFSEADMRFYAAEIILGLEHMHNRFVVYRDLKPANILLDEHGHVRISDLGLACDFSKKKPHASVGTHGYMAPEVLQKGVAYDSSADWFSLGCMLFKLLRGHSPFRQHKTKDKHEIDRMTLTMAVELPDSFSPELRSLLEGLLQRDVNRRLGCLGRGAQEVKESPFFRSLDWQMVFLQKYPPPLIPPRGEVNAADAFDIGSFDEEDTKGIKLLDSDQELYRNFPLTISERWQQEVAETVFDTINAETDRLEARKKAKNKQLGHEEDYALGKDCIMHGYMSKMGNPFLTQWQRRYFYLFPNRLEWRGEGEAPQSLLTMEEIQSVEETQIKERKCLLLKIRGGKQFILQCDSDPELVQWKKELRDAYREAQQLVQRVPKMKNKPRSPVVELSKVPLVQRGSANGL
RPL19A TOR yeast = alters RPL19A-GFP fluorescence in TOR pathway yeast screen. 330,000 compounds, 0.3% hits. percent response vs DMSO, % at 10 µM. AID 2025. S. cerevisiae RPL19A-GFP strain, flow cytometry, 3 h; active compounds read low;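 active = percent response vs DMSO below 50%; inconclusive = fewer than 70 events counted for the yeast strain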;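 also: median channel GFP fluorescence of the barcoded RPL19A-GFP strain; ratio of sample median GFP to plate DMSO average so 100% = DMSO; lower means less RPL19A-GFP as with rapamycin TOR inhibition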
MEP2-GFP yeast = alters MEP2-GFP fluorescence in TOR pathway yeast screen; S. cerevisiae MEP2-GFP strain, flow cytometry GFP, 3 h; 100% = DMSO control level; GFP response vs DMSO, % at 10 µM; 330,000 compounds, 0.51% hits; AID 2016;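 active = GFP response versus DMSO above a set limit, roughly screen mean plus 3 SD, cut at about 180% in these data; inconclusive = fewer than 70 cells counted for a yeast strain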;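 also: median GFP fluorescence of the barcode-gated MEP2-GFP cells per well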
VLA-4 inh = inhibition in a human VLA-4 binding assay; 330,000 compounds, 0.2% hits; VLA-4 expressing cells, ligand binding flow cytometry; AID 2557; inhibition, % (about 7 µM as worked out from the volumes in the protocol); in the data active = inhibition above about 50%
CIT2-GFP yeast = yeast TOR pathway CIT2-GFP modulation; S. cerevisiae CIT2-GFP strain, flow cytometry, 3 h; 100 means same as DMSO wells; 320,000 compounds, 0.065% hits; GFP response vs DMSO, % at 10 µM; AID 2029;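 active = GFP response relative to DMSO above a set limit, near the screen mean plus 3 SD, cut at about 150% in these data; inconclusive = Fewer than 70 cells measured for a yeast strain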;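 also: ratio of well median GFP fluorescence to mean of DMSO wells on the plate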
* = called active by the depositor; ? = inconclusive; . = not tested or not shown; [ ] = dose if it differs, or a comment.

SMILES	CR mimetic SO	LAP4-GFP MLPCN	AGP1 TOR yeast	GRK2 aptamer HTS	RPL19A TOR yeast	MEP2-GFP yeast	VLA-4 inh	CIT2-GFP yeast
C=CCOc1ccccc1/C=N/O	121	97	99	1	99	99	6	101
O=C(c1cccc(F)c1)N1CCC(N2CCOCC2)CC1	100	84[may fluoresce violet]	33[may fluoresce violet]	0	.	262*[may fluoresce violet]	4	?
COC(=O)c1cc(CNC(=O)c2ccccc2OCc2c(C)noc2C)ccc1OC	94	84	98	11	113	105	-23	118
CS(=O)(=O)N(CC(=O)N1CCc2ccccc2C1)c1ccc(Cl)cc1F	100	88	91	5	98	98	-9	92
O=C(c1ccc(S(=O)(=O)NCc2ccco2)cc1)N1CCN(Cc2ccccc2)CC1	102	99	108	2	102	102	2	102
CC(C)C[C@H]1CN=C(Nc2ccccc2)N1CC1CCCC1	112	131	87	1	100	94	-4	94
CCC(C)[C@H](NC(=O)[C@H](Cc1ccccc1)n1c(=O)[nH]c2ccccc2c1=O)C(=O)N1CCC[C@@H]1C(=O)O (stereo partly drawn)	92	95	97	0	94	102	-19	96
C[C@H](NC(=O)C1CCN(C(=O)[C@H](Cc2ccccc2)NC(=O)OC(C)(C)C)CC1)C(=O)O	103	93	93	2	105	107	2	104
O=S(=O)(c1cc(F)ccc1F)N1CCN(C2CCCCC2)CC1	99	93	104	0	105	106	4	116
Cc1cccc(NC(=O)c2nc[nH]c2C(=O)N[C@@H](CC(C)C)C(=O)OC(C)(C)C)c1	85	105	86	1	96	91	-10	86
CC1CCCN(C(=O)c2sc3cc([N+](=O)[O-])ccc3c2Cl)C1 (stereo not drawn)	107	94	84	0	98	96	17	82
CC1CN2C(c3ccc([N+](=O)[O-])cc3)=CSC2=N1 (stereo not drawn)	100	91	91	.	99	98	5	96
COC(=O)[C@H](C)NC(=O)Nc1ccc(S(N)(=O)=O)cc1	96	95	102	3	96	99	1	93
COc1ccc2nc(Nc3nc(CSc4nc5ccccc5[nH]4)cc(=O)[nH]3)nc(C)c2c1	98	103	112	0	107	104	-1	106
CC(C)C1(CCNC(=O)c2cccs2)CCOC(C)(C)C1 (stereo not drawn)	88	89	102	2	97	93	-6	88
COCC(C)NC(=O)c1ccc2c(c1)S(=O)(=O)c1ccccc1C2=O (stereo not drawn)	128	78	91	0	106	99	0	.
Cc1onc(-c2c(Cl)cccc2Cl)c1C(=O)O/N=C(\C#N)c1ccccc1	109	92	80	1	96	89	-5	82
CSc1ccc(CN(C)Cc2cc(=O)oc3c(C)c(C)ccc23)cc1	92	97	88	1	103	106	4	103
CCOC(=O)CSc1nc2ccccc2c(=O)n1CCCCCC(=O)NCc1ccco1	96	125	127	1	120	105	-7	.
O=C(c1ccccc1)N1N=C(c2cccs2)CC1c1ccccc1O (stereo not drawn)	101	100	99	24	106	105	9	101
CC(C)(C)C(O)/C=C/c1ccc2c(c1)OCO2 (stereo not drawn)	97	135	92	6	95	90	-17	102
CC1=NN(C(=O)c2csc(C)c2)C(O)(C(F)(F)F)C1 (stereo not drawn)	93	100	104	1	99	102	3	86
O=Cc1ccc(Oc2cnccn2)cc1	102	87	91	0	97	98	6	91
CCc1ccc(C2CC(c3ccc(Cl)cc3)=NNC2=O)cc1 (stereo not drawn)	98	108	100	3	.	107	-3	93
CCCn1c(=O)[nH]c(=O)c2c1nc(-c1ccc(C#N)cc1)n2CCOC	101	90	104	2	112	106	6	114
CCOC(=O)N1CCN(Cc2cc(Cl)c3cccnc3c2O)CC1	103	104	97	0	90	102	1	.
COc1ccc(OC)c2c1sc(=NC(=O)C(C)(C)C)n2C	120	94	90	0	94	94	9	86
CCc1nc(N2CCN(C(=O)c3ccco3)CC2)c2oc3ccccc3c2n1	94	101	98	1	104	107	4	102
Cc1ccc2occ(/C=N/NC(=O)c3ccccc3O)c(=O)c2c1	96	91	93	5	102	102	6	104
Cc1cccc(N(CC(=O)NC(C)(C)C)C(=O)CS(=O)CC(=O)Nc2ccc(F)cc2)c1 (stereo not drawn)	110	94	88	0	100	64	-3	103
C=CCOc1nc(N(C)C)nc(N(C)C)n1	101	76	.	0	95	80	16	90
O=C(c1ccc(Cl)cc1)N1CCC(N2CCC(C(=O)N3CCOCC3)CC2)CC1	115	102	100	0	100	101	8	93
CC1CCc2c(sc3nc(CN4CCOCC4)nc(N4CCc5ccccc5C4)c23)C1 (stereo not drawn)	100	91	99	0	102	99	-13	91
CC(C)C(=O)c1cn(CC(=O)NCc2ccco2)c2ccccc12	88	102	102	1	100	104	8	96
COc1ccc(CC(=O)NNS(=O)(=O)c2ccc(F)cc2)cc1OC	95	101	106	2	105	104	-1	106
Cc1ccccc1S(=O)(=O)Cc1ccc(C(=O)NC2CCCC2)o1	125	103	106	1	95	107	3	111
CCCCN(C(=O)C1CC1)C1CCS(=O)(=O)C1 (stereo not drawn)	101	101	114	0	101	105	-1	109
COC(=O)C1=C(C)Nc2nc3ccccc3n2C1c1cc(OC)c(OC)c(OC)c1 (stereo not drawn)	78	103	85	0	87	95	-10	92
O=C(c1ccccc1)c1ccc(C(=O)N2CCN(c3ccc(O)cc3)CC2)cc1	98	93	97	0	95	98	5	93
O=C(c1ccccc1)c1ccc2nc(N3CCCCC3)c3nncn3c2c1	102	91	103	3	104	113	16	104
OC(CN1CCCCC1)Cn1c2ccccc2c2cc(Br)ccc21 (stereo not drawn)	94	.	93	0	87	97	13	96
O=C(Nc1ccc(OCC(=O)N2CCC(Cc3ccccc3)CC2)cc1)c1ccco1	104	101	92	1	97	100	2	90
CCN1CCC2(CC1)N=C(c1ccc(F)cc1)C(=S)N2	81	97	102	0	101	99	16	103
O=c1cc(CSc2nnnn2-c2ccc(O)cc2)nc2sccn12	112	102	104	1	96	103	15	105
COc1cc(/C=C/C(=O)OCC(=O)N2CC3(C)CC2CC(C)(C)C3)ccc1O (stereo not drawn)	106	96	101	0	109	102	-5	105
CCOc1cc(C(=O)NC(CC(=O)O)c2ccc(OC3CCCC3)cc2)cc(OCC)c1OCC (stereo not drawn)	86	101	104	0	100	109	9	105
Cc1ccc(N2CC(C(=O)Nc3ccccc3C(=O)NC3CCCCC3)CC2=O)cc1 (stereo not drawn)	104	91	104	10	102	100	9	96
COc1ccccc1C(=O)NCCn1cc(SCC(=O)NCc2ccco2)c2ccccc21	100	98	95	0	98	99	-4	88
CS(=O)(=O)N(Cc1ccc(F)cc1)Cc1nc2ccccc2c(=O)[nH]1	98	92	98	0	98	96	-23	104
CC[n+]1ccccc1/C=C/Nc1ccccc1	94	114	105	0	97	99	13	83
Later entries
SMILES	CR mimetic SO	LAP4-GFP MLPCN	AGP1 TOR yeast	GRK2 aptamer HTS	RPL19A TOR yeast	MEP2-GFP yeast	VLA-4 inh	CIT2-GFP yeast
Cc1ccc(NC(=O)CN2C(=O)NC3(CCCc4ccccc43)C2=O)cc1S(=O)(=O)N1CCOCC1 (stereo not drawn)	86	92	102	2	99	95	10	104
CCOC(=O)CC(NC(=O)c1cc2cc(Br)ccc2oc1=O)c1cccc([N+](=O)[O-])c1 (stereo not drawn)	99	109	94	78*	97	161	2	75
O=C1N[C@H](Cc2ccccc2)COC(=O)[C@H](Cc2ccc(F)cc2)C/C=C\C[C@H]1CC(=O)N(CCO)Cc1ccccc1	100	87	92	0	91	89	11	90
Cc1cc2c(cc1S(=O)(=O)C(C)CC(=O)NCc1ccco1)OCC(=O)N2 (stereo not drawn)	89	95	97	2	97	93	8	102
O=C(COc1ccc2ccc(=O)oc2c1)Nc1c(Cl)cccc1C(F)(F)F	91	102	108	5	108	105	9	111
O=C(NCc1ccccc1OC(F)(F)F)C1CCC(=O)N(C2CC2)C1 (stereo not drawn)	83	83	95	2	106	103	1	95
CCCSc1nc2c(c(=O)[nH]c(=O)n2C)n1CC(O)COc1ccccc1 (stereo not drawn)	86	119	118	4	97	105	-8	105
C=CCC(=O)NC1CC(C)(C)Cc2c1cnn2-c1ccc(C)cc1 (stereo not drawn)	98	101	66	9	102	97	-5	97
N#C/C(=N\Nc1ccccc1)C(=N)N1CCOCC1	105	104	103	0	103	103	-1	90
Cc1c(C(=O)NCc2cccnc2)oc2ccc(S(=O)(=O)N3CCCCC3)cc12	70	100	106	0	100	98	1	105
CCCC(C)NC(=O)CSc1nc2ccc(C)cc2[nH]1 (stereo not drawn)	91	116	110	0	105	103	-4	99
CCN(C(=O)CSc1nc(C)nc2sc(C)c(C)c12)c1ccc(F)cc1	96	90	89	2	96	87	-7	90
CCN(CC)C1CCN(C(=O)c2cc(COc3ccc(F)cc3Cl)on2)C1 (stereo not drawn)	110	110	102	0	101	102	15	98
CCOc1nc(-c2ccccc2)ccc1-c1noc(-c2cccs2)n1	103	103	94	0	91	92	3	85
CCOC(=O)c1cccc(NC2c3ccccc3C(=O)N2Cc2ccco2)c1 (stereo not drawn)	87	97	90	0	91	95	0	87
O=C(O)CCN1C(=O)C2C3C=CC(C2C1=O)C1C(=O)N(CCC(=O)O)C(=O)C31 (stereo not drawn)	94	88	94	2	104	113	8	100
COc1cc(/C=N/n2cnnc2)ccc1OCCOc1ccccc1	89	90[may fluoresce violet]	29[may fluoresce violet]	1	.	262*[may fluoresce violet]	12	?
Cc1cc2cc(CNC(=O)c3cccc([N+](=O)[O-])c3)ccc2[nH]1	117	94	99	3	102	95	-1	95
CCC(=O)N1CCc2cc(Br)cc(S(=O)(=O)CCC(=O)NCCc3ccccc3)c21	109	97	.	0	92	99	13	92
O=C(Nc1ccc(F)c(Cl)c1)C1CC(=O)n2c(nc3ccccc32)N1 (stereo not drawn)	93	109	112	3	100	99	17	105
O=C1c2cccc3cccc(c23)C(=O)N1OS(=O)(=O)c1ccc(Br)cc1	98	99	108	3	107	104	-1	108
Cc1nc(SCc2nc3ccccc3[nH]2)c2oc3cc(Br)ccc3c2n1	106	115	98	0	92	97	-12	91
O=C(O)C1(S(=O)(=O)CCC(F)=C(F)F)CC1	78	87	85	0	86	91	-3	.
COc1ccc(C2C3(C#N)C(N)=NC(OC)(OC)C23C#N)cc1 (stereo not drawn)	100	101	101	0	101	102	21	100
CCOc1ccc(N2CC(C(=O)Nc3ccccc3N3CCOCC3)CC2=O)cc1 (stereo not drawn)	104	88[may fluoresce violet]	24[may fluoresce violet]	2	38*[may fluoresce violet]	260*[may fluoresce violet]	15	?
Cc1c(CNCc2cccs2)c(C(=O)O)c(C)n1Cc1ccccc1	103	100	92	0	98	103	-1	114
Cc1sc2ncnc(N3CCC(C(=O)NNC(=O)c4ccc(F)cc4)CC3)c2c1C	91	116	106	0	98	98	17	101
O=C1OC(N2CCN(C/C=C/c3ccccc3)CC2)c2ccccc21 (stereo not drawn)	95	91	95	0	95	98	4	97
CCN(CC)c1ccc(/C=N/NC(=O)C2CC2)cc1	78	76	89	0	109	103	-8	85
O=C(c1nc2ccccc2[nH]1)c1ccccc1[N+](=O)[O-]	134	94	97	0	100	100	-4	93
CCCCn1c(SCc2ccccn2)nc2c1c(=O)n(C)c(=O)n2C	97	104	98	0	100	106	7	93

Two consecutive compounds out of the list so far, quoted:
SMILES	CR mimetic SO	LAP4-GFP MLPCN	AGP1 TOR yeast	GRK2 aptamer HTS	RPL19A TOR yeast	MEP2-GFP yeast	VLA-4 inh	CIT2-GFP yeast
O=C1c2cccc3cccc(c23)C(=O)N1OS(=O)(=O)c1ccc(Br)cc1	98	99	108	3	107	104	-1	108
Cc1nc(SCc2nc3ccccc3[nH]2)c2oc3cc(Br)ccc3c2n1	106	115	98	0	92	97	-12	91

Source: PubChem (NMMLSC)
